HepG2 viability = qHTS for Inhibitors of TGF-b: Cytotox Counterscreen. 0.76% of 410,000 active. HepG2 CAGA-GFP viability, ATP luminescence, 18 h. AID 588856, 2011. Potency, µM (doses to about 46.1 µM), for the others: at the top dose activity change, negative = cytotoxicity, actives largely listed as cytotoxic; note: potency is the fitted concentration of half-maximal effect; some results filed as inactive show a strong effect at the top dose
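CellTiter-Glo luminescence gave cytotoxicity after 18 hours at 37 degrees C. The cells were HepG2 CAGA-GFP in 1% FBS DMEM, stimulated with 500 pg/mL TGF-beta after compound addition. %Activity was normalised to no-cell wells (complete cell-killing) and DMSO (no toxicity), and curves were fitted and classified.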
Nrf2 inh = Nrf2 qHTS screen for inhibitors; A549 ARE-Fluc reporter, luciferase luminescence, 18-24 h; Potency, µM (doses to about 46 µM), inactives show at the top dose activity change, negative = inhibition, actives largely listed as inhibitors; 2.1% of 360,000 active; AID 504444, 2011; note: potency is the fitted concentration of half-maximal effect; % is set by controls: 0 for no effect and ±100 for the full control effect; nearly all actives have a fitted effect of over 60% in size
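Quantitative HTS in A549 cells stably bearing an antioxidant response element-firefly luciferase construct. Inhibition of Nrf2-driven transcription was scored by luminescence after 18-24 h of compound exposure at 37 °C.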
IL-2 act = qHTS of IL-2 Activators; IL-2 activation reporter assay, cell-based qHTS; stimulated with anti-CD3/CD4/CD28 beads; in transgenic mouse T cells; activation, % (series mostly up to about 46 µM); 0.065% of 360,000 active; AID 652025, 2013; in the data active = activation above about 50%; inconclusive = mostly about 30% to 49%; note: 0% is about no effect
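Unstimulated transgenic mouse T cells preincubated 60 min with compound, then stimulated with anti-CD3/anti-CD4-coated beads plus anti-CD28 for 18 h at 37 degrees C. IL-2 response read as EGFP and DsRed fluorescence by plate cytometry.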
S2 tox = Viability Counterscreen for Primary qHTS for Inhibitors of ATXN expression | Potency, µM (series often up to 56.7 µM), usual class: cytotoxic | 0.49% of 400,000 active | S2 cells (HEK-293 line with an ATXN2-luciferase reporter) viability, CellTiter-Fluor protease fluorescence, 24 h | AID 651635, 2014; note: potency is the fitted concentration of half-maximal effect; nearly all actives have a fitted effect of over 40% in size
ATXN2 expr inh = Primary qHTS for Inhibitors of ATXN expression; HEK-293 ATXN2-luciferase reporter, luminescence, 24 h; 0.72% of 360,000 active; Potency, µM (top dose mostly 57 µM), inactives show at the highest dose activity change, negative = inhibition, usual class: inhibitors; note: potency is the fitted concentration of half-maximal effect; % is set by controls: 0 for no effect and ±100 for the full control effect; nearly all actives have a fitted effect of over 55% in size
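ATXN2-luciferase reporter cells (luciferase flanked by upstream and downstream ATXN2 gene portions) were treated 24 h at 37 °C with compounds at up to 57 uM. SteadyGlo luminescence gave expression; GF-AFC fluorescence gave viability.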
Nrf2 ARE act = qHTS of Nrf2 Activators; AREc32 ARE-luciferase reporter (MCF7-derived line), luminescence, 24 h; AID 624171, 2012; 0.31% of 410,000 active; Potency, µM (doses to about 46.1 µM), for inactives: top-dose activation, most hits filed as activators; note: potency is the fitted concentration of half-maximal effect; % of control where 0% means no effect; nearly all actives have a fitted effect of over 65% in size
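Cells of the AREc32 ARE-luciferase line are plated in OPTI-MEM containing 5% FBS and left overnight at 37 deg C. Compounds are pinned in, incubation continues 24 hr, and firefly luciferase signal is then measured.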
EPAC2 agonist = qHTS for Agonist of cAMP-regulated guanine nucleotide exchange factor 4 (EPAC2): primary screen; Rap guanine nucleotide exchange factor 4 (Homo sapiens), Q8WZA2; EPAC2 activation, biochemical qHTS; response scale: 100% = 6.5 mM cAMP response; Potency, µM (titrated, usually from 154 µM), without a hit: at the highest dose activation, hits mostly activators; 0.079% of 360,000 active; note: potency is the fitted concentration of half-maximal effect; nearly all actives have a fitted effect of over 50% in size
Target sequence (Q8WZA2 whole entry, looked up): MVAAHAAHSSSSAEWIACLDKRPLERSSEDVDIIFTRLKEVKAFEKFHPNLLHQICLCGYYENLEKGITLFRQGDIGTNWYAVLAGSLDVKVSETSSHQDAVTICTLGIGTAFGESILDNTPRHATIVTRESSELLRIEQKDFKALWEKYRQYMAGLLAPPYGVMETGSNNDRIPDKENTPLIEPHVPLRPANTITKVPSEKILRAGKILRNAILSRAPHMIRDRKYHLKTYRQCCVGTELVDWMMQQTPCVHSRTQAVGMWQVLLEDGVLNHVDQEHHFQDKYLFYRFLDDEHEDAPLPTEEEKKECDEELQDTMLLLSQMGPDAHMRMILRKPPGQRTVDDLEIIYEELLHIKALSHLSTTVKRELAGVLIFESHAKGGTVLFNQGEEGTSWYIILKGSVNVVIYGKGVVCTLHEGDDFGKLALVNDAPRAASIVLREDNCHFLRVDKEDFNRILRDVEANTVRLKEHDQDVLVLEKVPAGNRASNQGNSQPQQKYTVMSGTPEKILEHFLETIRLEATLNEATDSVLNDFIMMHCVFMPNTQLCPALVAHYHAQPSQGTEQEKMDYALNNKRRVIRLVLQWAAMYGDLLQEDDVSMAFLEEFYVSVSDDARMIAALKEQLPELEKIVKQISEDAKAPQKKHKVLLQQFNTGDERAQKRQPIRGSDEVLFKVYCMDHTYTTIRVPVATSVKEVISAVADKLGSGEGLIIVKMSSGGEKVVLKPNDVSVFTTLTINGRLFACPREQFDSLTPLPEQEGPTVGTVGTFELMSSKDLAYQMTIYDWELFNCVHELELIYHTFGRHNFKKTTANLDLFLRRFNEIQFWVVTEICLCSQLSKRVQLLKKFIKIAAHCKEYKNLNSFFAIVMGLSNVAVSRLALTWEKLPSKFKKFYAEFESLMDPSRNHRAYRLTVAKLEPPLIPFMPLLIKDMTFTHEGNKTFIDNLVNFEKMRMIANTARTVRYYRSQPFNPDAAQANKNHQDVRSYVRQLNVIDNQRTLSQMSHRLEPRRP
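Nucleotide exchange monitored as fluorescence drop when BODIPY-GDP leaves Rap1B. Reaction: 100 nM EPAC2, 250 nM RAP1B-BODIPY-GDP, 50 uM GDP, room temperature, kinetic read over 30 min. Activity expressed relative to 6.5 mM cAMP.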
TGFb SMAD3 inh = qHTS for Inhibitors of TGF-b | HepG2 CAGA-GFP TGF-b/SMAD3 reporter, GFP fluorescence, 18 h; TGF-beta stimulated, 500 pg/mL final | Potency, µM (highest dose often 46.1 µM), inactives show top-dose activity, negative = inhibition, hits mostly inhibitors | 1.2% of 410,000 active | AID 588855, 2011; note: potency is the fitted concentration of half-maximal effect; % is set by controls: 0 for no effect and ±100 for the full control effect; nearly all actives have a fitted effect of over 65% in size
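GFP signal (ex488/em500-530) from TGF-beta-stimulated HEPG2 CAGA-GFP cells, 500 pg/mL final, 18 h at 37 degrees C in DMEM plus 1% FBS, normalized to unstimulated and DMSO-stimulated controls.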
A549 tox = Nrf2 qHTS screen for inhibitors: counterscreen for cytotoxicity; A549 ARE-Fluc cells, CellTiter-Fluor viability, 18-24 h; Potency, µM (titrated, usually from 46 µM), for inactives: top-dose activity change, negative = cytotoxicity, actives largely listed as inhibitors; 0.16% of 390,000 active; note: potency is the fitted concentration of half-maximal effect; % is set by controls: 0 for no effect and ±100 for the full control effect
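Cytotoxicity counterscreen: CellTiter-Fluor fluorescence was measured in A549 ARE_Fluc cells after 18-24 h of compound exposure in a concentration series. The subsequent BugLite luminescent read reports ARE-luciferase activity.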
* marks the source's active call; other numbers are inactive results; i = inactive; ? = inconclusive; . = not tested or not shown; [ ] = remark or other dose. Unless noted, calls come from the whole dose curve; as a rule, active = well fitted curve in the direction sought with a large enough effect; inconclusive = small, poorly fitted or top-dose-only effect, or another doubt; inactive = no such curve, though single readings can be large; an effect the other way counts as inactive or inconclusive.

Every second line gives: HepG2 viability, Nrf2 inh, IL-2 act, S2 tox, ATXN2 expr inh, Nrf2 ARE act, EPAC2 agonist, TGFb SMAD3 inh, A549 tox
> CCOCCCNC(=O)NC(=O)CN1CCN(S(=O)(=O)c2ccc3c(c2)OCCO3)CC1
 : 3%, 8%, 0.3, i, ., -0.3%, -3%, 2%, 2%
> C=C1C(=O)O[C@H]2C1CC[C@@](C)(O)C13C=CC(C)(C21)C1(C3)C(=O)O[C@@H]2C3C(C)=CCC3[C@](C)(O)C[C@H](OC(C)=O)C21 (stereo not given in full)
 : -13%, -28%, 5.8, ?, ., 16µM*, -3%, ?, -10%
> CC(C)CN(C(=O)CN1CCC(C)CC1)c1c(N)n(CC(C)C)c(=O)[nH]c1=O
 : 1%, -12%, 0.0, i, -14%, 0.4%, 1%, 3%, 1%
> COc1ccc2nc(Nc3nc(C)c(CCC(C)C)c(=O)[nH]3)nc(C)c2c1
 : -3%, -19%, -1.2, i, -10%, -0.2%, -13%, 19%, -5%
> CCNC(=O)N1c2ccccc2Sc2ccccc21
 : -7%, 3%, -4.3, i, 1%, 0.2%, 8%, -3%, -12%
> CN1\C(=C/C=C/C=C/C=[N+](C)C)C(C)(C)c2ccccc21
 : -34%, ?, -1.2, 18µM*, ., ?, 15%, ?, ?
> COc1ccc(OC)c(NC(=O)CCN2CCCCCC2)c1
 : -4%, ?, -1.3, i, 22%, 2.3%, 0%, -6%, 9%
> COc1ccc(/C=C/c2ccc(=O)n(Cc3ccccc3)n2)cc1
 : -13%, -16%, 1.3, i, 16%, 3.1%, 10%, -32%, -3%
> O=S1(=O)CC(N2CCCCC2)CN1Cc1cn(Cc2cccc(Cl)c2)nn1 (stereo not given)
 : ., ., -0.2, i, 7%, -0.7%, 4%, ., .
> O=C(Cn1c(-c2ccccc2)noc1=O)Nc1ccc(S(=O)(=O)N2CCOCC2)cc1
 : 1%, 7%, -0.5, i, -3%, -0.3%, 9%, -10%, -2%
> CCCNC(=O)C(=O)NCC1CCCN1CC (stereo not given)
 : 8%, 2%, -0.1, i, 1%, 0.4%, 9%, 15%, -14%
> Cc1ccc(-c2nc(CCNC(=O)c3ccco3)cs2)cc1
 : 1%, 5%, -0.3, i, -1%, 0.4%, 4%, -17%, 0%
> O=C(CN1CCOCC1)N1CCN(c2ccc([N+](=O)[O-])cc2)CC1
 : 1%, -2%, -4.8, ?, -17%, 2.2%, 2%, -5%, -28%
> CCOc1ccccc1Nc1nnc(SCC(=O)NC2CC2)s1
 : -15%, 15%, 1.6, i, ., 0.2%, -4%, -1%, 1%
> CC(C)[C@H](NC(=O)C1CCN(S(=O)(=O)c2ccc(F)cc2)CC1)C(=O)NCc1ccncc1
 : -1%, 17%, -2.7, i, 3%, -0.3%, -2%, 7%, -2%

Taken from above.
Reading of `COc1ccc2nc(Nc3nc(C)c(CCC(C)C)c(=O)[nH]3)nc(C)c2c1` under A549 tox: -5%
Reading of `CCNC(=O)N1c2ccccc2Sc2ccccc21` under IL-2 act: -4.3

Continued.
Every second line gives: HepG2 viability, Nrf2 inh, IL-2 act, S2 tox, ATXN2 expr inh, Nrf2 ARE act, EPAC2 agonist, TGFb SMAD3 inh, A549 tox
> O=c1cc(-c2ccccc2)nc(/C=C/c2ccccc2)[nH]1
 : 25%, 0%, -1.4, i, 8%, 0.3%, -4%, 4%, -10%
> Cc1nn2c3ccccc3n(CCN3CCCCC3)c2nc1=O
 : -32%, 10%, -1.8, i, -10%, 2.3%, 4%, 1%, -10%
> Cc1ccn2c(=O)cc(COc3ccc(NC(=O)C(C)(C)C)cc3)nc2c1
 : 7%, ., ., ., ., -0.5%, ., 27%, 3%
> N#Cc1nc(COc2ccccc2)oc1NCCN1CCOCC1
 : -5%, 8%, 3.0, i, 16%, -0.2%, 9%, 2%, 0%
> CCOC(=O)c1ccc(NC(=O)c2oc3c(c2C)-c2nn(Cc4ccccc4Cl)cc2CC3)cc1
 : -7%, -4%, ., ., ., -1.1%, ., 0%, 0%
> CCOC(=O)C1CCCN(c2ncnc3c2cnn3-c2ccc(OC)cc2)C1 (stereo not given)
 : 5%, ?, 0.0, i, -5%, 0.0%, 7%, 5%, 15%
> Cc1ccc(S(=O)(=O)NCC(=O)OCc2nnc(-c3ccccc3)o2)cc1
 : 1%, 7%, -2.3, i, 4%, -0.2%, -1%, 7%, 1%
> CCOc1ccc(NC(=O)C(=O)NCC2CCCN2CC)cc1 (stereo not given)
 : -9%, -5%, 0.4, i, 11%, 0.3%, 8%, -1%, 10%[1.84 µM]
> CCNc1nc(Oc2ccc(F)cc2)cc(C(F)(F)F)n1
 : 6%, -14%, 2.0, i, -5%, -1.1%, -2%, ?, 7%
> O=C(CN(Cc1cccs1)C(=O)c1csnn1)NC1CCCC1
 : 3%, -1%, -0.2, i, 1%, -1.0%, 1%, -1%, -5%
> COC(=O)c1c(Cl)c2n3ccccc3c(C)c(-c3ccccc3)c-2c1C(=O)OC
 : -21%, ?, -1.9, i, -22%, 2.9%, 0%, 0%, -16%
> Cn1c(Cn2cnc([N+](=O)[O-])n2)nnc1SCC(=O)Nc1ccc(Br)cc1
 : -8%, -12%, 2.3, i, 2%, 1.9%, -7%, -17%, 2%
> COc1ccc(S(=O)(=O)Nc2ccc3c(c2)COC3=O)cc1OC
 : 3%, -19%, -1.0, ., ., -0.2%, 8%, 4%, -5%
> CN(C)C(=S)NCc1ccccc1
 : -1%, 1%, -3.3, i, -5%, 0.3%, -8%, -5%, -7%
> Cc1ccc(-c2nnc(Nc3ccccc3)o2)cc1
 : -46%, ?, 1.5, i, 22µM*, -2.2%, -3%, 3%, 2%

The list continues:
Every second line gives: HepG2 viability, Nrf2 inh, IL-2 act, S2 tox, ATXN2 expr inh, Nrf2 ARE act, EPAC2 agonist, TGFb SMAD3 inh, A549 tox
> O=C(CN1C(=O)c2ccccc2S1(=O)=O)NC1CC2CCC1C2 (stereo not given)
 : 46%, 8%, -1.5, i, 10%, 0.0%, 4%, ?, -2%
> CC(=O)N1CCc2cc(S(=O)(=O)NCCCN3CCN(Cc4ccccc4)CC3)ccc21
 : -5%, -21%, -0.8, i, -8%, -1.0%, -1%, -23%, 0%
> O=C(Nc1ccncc1)Nc1ccc(F)cc1
 : 0%, 23%, -4.2, ?, 0%, 0.3%, -6%, -3%, -1%
> CC(C)CN(C(=O)Cn1nnc(-c2ccc(Cl)cc2)n1)C1CCS(=O)(=O)C1 (stereo not given)
 : -19%, ., 3.4, i, ., -1.4%, 9%, -23%, .
> CC(C)CNc1ncnc2c1ncn2[C@H]1CN(CCN2CCOCC2)C[C@@H](CO)O1
 : -3%, ., -0.4, i, 15%, 0.3%, 1%, 5%, .
> Cc1ccc(C(=O)NCC(=O)OCc2nc3ccsc3c(=O)[nH]2)cc1C
 : -13%, ., -0.5, i, ., 0.1%, 6%, 3%, .
> CCn1c(SCC(=O)c2c(N)n(C3CC3)c(=O)[nH]c2=O)nc2cc(S(N)(=O)=O)ccc21
 : 4%, -11%, 0.0, i, ., -0.8%, 7%, 19%, -1%
> Cc1cc(N2CC(C(=O)NCc3cccs3)CC2=O)ccc1C(C)C (stereo not given)
 : -18%, -1%, 2.3, ?, 2%, 0.4%, -26%, -3%, -4%
> Cc1ccc(OCC(=O)c2cc(C)n(Cc3cccs3)c2C)c([N+](=O)[O-])n1
 : 5%, 12µM*, -0.9, i, ?, 0.3%, 2%, -30%, -6%
> CCCN(C(=O)c1cc2c(=O)oc3ccccc3c2s1)c1ccccc1C
 : -1%, -5%[9.27 µM], ., i, 4%, 2.6%, ., 0%, 1%
> O=C(CCCCCn1c(=O)[nH]c2ccccc2c1=O)N1CCN(c2cccc(C(F)(F)F)c2)CC1
 : -7%, ., ., ., ., -0.6%, ., ?, -14%
> COc1c2ccoc2nc2c(OC)c(OCC(O)C(C)(C)O)ccc12 (stereo not given)
 : -10%, 9%, -1.4, i, 0%, 0.1%, 7%, 2%, 0%
> CC(=O)N(Cc1ccccc1)Cc1cn(CCC#N)nc1-c1cccc([N+](=O)[O-])c1
 : 9%, -10%, 0.1, i, -3%, 1.7%, 0%, 5%, -18%
> COc1cccc(CNC(=O)c2ccc(CS(=O)(=O)Cc3ccccc3C)o2)c1
 : 6%, -8%, -0.6, i, -19%, 4.0%, -6%, 0%, 2%
> COC(=O)C(C)(C)c1cccnc1C#N
 : 2%, 15%, 0.1, i, ?, 0.0%, 2%, 8%, 0%

(more compounds)
Every second line gives: HepG2 viability, Nrf2 inh, IL-2 act, S2 tox, ATXN2 expr inh, Nrf2 ARE act, EPAC2 agonist, TGFb SMAD3 inh, A549 tox
> CC(=O)c1sc2nc(C)cc(C)c2c1N
 : 0%, -18%, -0.7, i, 24%, 4.8%, 0%, -22%, 0%
> CCCCNC(=O)c1ccccc1Cl
 : 2%, 3%, -0.1, ?, 17%, -0.8%, 2%, -9%, 2%
> COc1cccc(N(C(=O)c2snc(C(N)=O)c2N)C(C(=O)NCC2CCCO2)c2c[nH]c3ccccc23)c1 (stereo not given)
 : -32%, -34%, -2.2, i, 17%, 4.2%, 4%, 12%, 1%
> CCOC(=O)CNC(=O)c1cnc(Nc2ccccc2OC)c2ccccc12
 : -6%, 1%, 0.6, i, 8%, -0.1%, 9%, 13%, 1%
> C=CCN1C(=O)C(=Cc2ccc3c(c2)CCC3)SC1=S
 : -42%, ., -3.6, i, ., -0.6%, 8%, -22%, .
> CCCc1nc2ccc(NC(=O)c3ccco3)cc2c(=O)n1Cc1ccccc1Cl
 : -1%, ?, 1.4, i, 0%, -0.5%, -8%, -8%, -16%

Screens deposited in PubChem by National Center for Advancing Translational Sciences (NCATS).
